# From PubChem
# HTR5A ag ctr: HTR5A agonists in luminescence cell assay, primary screen, counter-screen for OPRM1-OPRD1 heterodimer agonist project, full-deck HTS | cell-based | activation, % at 9.3 µM | 0.61% of 340,000 active | AID 504692, 2011; in the data active = activation mostly above about 9.5%, no sharp cut-off; inactive = mostly below about 7.6%;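 note: 0% = cells with vehicle only and 100% = reference agonist; strong numbers were not always called active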
# PKA-R2B activ: activators of PKA-R2B holoenzyme, primary screen, biochemical, fluorescence polarization, Cy5-IP20, human; 0.079% of 340,000 active; cAMP-dependent protein kinase catalytic subunit beta (Homo sapiens) + cAMP-dependent …; PKA-R2B holoenzyme dissociation; R2B truncated from residue 108, S112A mutant; 0% DMSO only, 100% 113 µM cGMP; AID 504700, 2011; activation, % at 11.4 µM;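 active = activation above a cutoff set at the mean over all compounds plus 3 SD, cut at about 18% in these data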;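 note: higher means more holoenzyme dissociation and a rise in polarization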
# Target sequence (P31323 whole entry, looked up, other chains not shown, the tested form may be a part): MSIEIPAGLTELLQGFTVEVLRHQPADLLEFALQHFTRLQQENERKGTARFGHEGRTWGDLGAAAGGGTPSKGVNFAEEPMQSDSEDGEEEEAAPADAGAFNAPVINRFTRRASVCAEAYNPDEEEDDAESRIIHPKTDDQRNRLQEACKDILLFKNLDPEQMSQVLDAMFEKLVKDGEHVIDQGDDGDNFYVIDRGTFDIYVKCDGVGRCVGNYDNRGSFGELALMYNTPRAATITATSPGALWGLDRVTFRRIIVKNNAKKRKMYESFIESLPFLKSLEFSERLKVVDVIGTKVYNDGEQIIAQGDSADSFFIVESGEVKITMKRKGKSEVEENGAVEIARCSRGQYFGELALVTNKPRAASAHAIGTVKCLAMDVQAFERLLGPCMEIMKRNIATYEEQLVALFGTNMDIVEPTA
# DSG3 Ab inh: inhibitors of pemphigus antibody binding to DSG3, primary screen, biochemical, bead-based, flow cytometry, scFv-GFP | DSG3-coupled beads, scFv-anti-DSG3-GFP binding; active compounds read low | 0.48% of 310,000 active | binding (percent of control), % at 10 µM | Desmoglein-3 (Homo sapiens), P32926;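 active = binding more than 3 SD below its plate's average and above zero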;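 note: hits lower antibody fragment binding to DSG3; some compounds called inactive have numbers as strong as hits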
# V-ATPase pH: regulators of yeast V-ATPase proton pumping, primary screen, pHLuorin cytosolic pH fluorescence. S. cerevisiae. response, % at 10 µM. 0.37% of 350,000 active. AID 504577, 2011; in the data active = response mostly above about 7.3%, no sharp cut-off; inactive = mostly below about 5.4%; note: actives read high; inactives centre near 0; some compounds called inactive have numbers as strong as hits; reference of the scale not given here
# DAGLB inhibitor: DAGLB lipase inhibitors, primary screen, biochemical, fluorescence, HTS | HEK293T DAGLB membrane lysate, EnzChek fluorogenic substrate | inhibition, % at 5.17 µM | 0.059% of 340,000 active | AID 504411, 2011; in the data active = inhibition above about 34%;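 note: 0% = enzyme with vehicle and 100% = wells lacking enzyme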
# Target sequence (Q8NCG7 whole entry, looked up): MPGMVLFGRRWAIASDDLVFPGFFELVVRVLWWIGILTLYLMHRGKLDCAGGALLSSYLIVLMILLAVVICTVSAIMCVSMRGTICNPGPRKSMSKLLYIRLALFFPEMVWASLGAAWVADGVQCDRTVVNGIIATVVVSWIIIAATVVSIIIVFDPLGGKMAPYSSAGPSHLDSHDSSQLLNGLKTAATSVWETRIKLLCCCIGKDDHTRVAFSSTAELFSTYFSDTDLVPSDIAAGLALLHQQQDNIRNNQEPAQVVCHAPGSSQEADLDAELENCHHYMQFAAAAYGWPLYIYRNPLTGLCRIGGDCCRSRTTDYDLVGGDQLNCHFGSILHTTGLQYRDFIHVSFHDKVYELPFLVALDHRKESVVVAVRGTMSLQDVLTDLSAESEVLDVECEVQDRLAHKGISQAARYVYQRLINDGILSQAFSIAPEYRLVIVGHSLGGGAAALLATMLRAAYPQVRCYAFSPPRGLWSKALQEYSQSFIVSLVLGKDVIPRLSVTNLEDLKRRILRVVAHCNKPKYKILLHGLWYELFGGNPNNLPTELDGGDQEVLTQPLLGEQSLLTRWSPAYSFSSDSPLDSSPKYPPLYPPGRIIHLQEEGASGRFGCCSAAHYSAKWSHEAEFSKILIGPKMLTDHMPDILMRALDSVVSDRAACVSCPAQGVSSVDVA
# MOR-DOR inv ag: inverse agonists of MOR-DOR heterodimerization, primary screen, cell-based, luminescence; 0.21% of 340,000 active; inhibition, % at 9.3 µM; Mu-type opioid receptor (Homo sapiens) + Delta-type opioid receptor (Homo sapiens), …; cell-based MOR-DOR heterodimer luminescence, inverse agonism; AID 504357, 2011; in the data active = inhibition above about 22%, passing the limit was not always enough;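 note: 0% = cells with DMSO and 100% = wells without cells with DMSO; values of inactives mirror those of a sister screen read the other way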
# PKA-R1A act: activators of PKA-R1A holoenzyme, primary screen, biochemical, fluorescence polarization, Cy5-IP20, bovine R1A, mouse PKAc; PKA-R1A dissociation; scaled: DMSO 0%, 113 µM cGMP 100%; activation, % at 11.4 µM; cAMP-dependent protein kinase type I-alpha regulatory subunit (Bos taurus) + …; AID 504707, 2011; 0.083% of 340,000 active;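 active = percent activation above the mean of all tested compounds plus 3 SD, cut at about 19% in these data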;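 note: higher means more PKAc released from R1A so a rise in polarization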
# HTR5A inv ag: HTR5A inverse agonists in luminescence cell assay, primary screen, counter-screen for OPRM1-OPRD1 heterodimer inverse agonist project, full-deck HTS | HTR5A cell line, inverse agonism | 0.083% of 340,000 active | inhibition, % at 9.3 µM; in the data active = inhibition mostly above about 23%, no sharp cut-off; inactive = mostly below about 18%;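 note: 0% = cells with DMSO and 100% = no-cell wells with DMSO; some compounds called inactive have numbers as strong as hits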
# OPRM1-OPRD1 ag: agonists of OPRM1-OPRD1 heterodimerization, primary screen, cell-based, luminescence | activation, % at 9.3 µM | cells | Mu-type opioid receptor (Homo sapiens) + Delta-type opioid receptor (Homo sapiens), … | 0.3% of 340,000 active | AID 504326, 2011; in the data active = activation above about 18%;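 note: 0% = vehicle-treated cells and 100% = reference agonist; values of inactives mirror those of a sister screen read the other way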
# Arrestin-AP2 inh: inhibitors of beta-arrestin/AP2 binding, primary screen, biochemical, GPCR trafficking, flow cytometry | beta-arrestin 1 C-terminal peptide binding to AP2 beta2-adaptin appendage (human) | FITC-arrestin peptide / GST-AP2 beads; AP2 beta2 appendage carries R879A mutation | inhibition, % at 10 µM | 0.31% of 340,000 active | AID 504490, 2011;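 active = inhibition above a set limit, near 3 SD of compounds lacking own fluorescence, cut at about 54% in these data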;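 note: plate controls were DMSO wells for no effect and 5 µM unlabelled arrestin peptide for full effect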
#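 Test system: GST-tagged AP2 beta2-adaptin appendage (R879A) on 4 µm glutathione beads; also added: fluorescein-tagged arrestin peptide at 50 nM final; timing: 12 min plus 1 h, RT; signal: flow cytometry, FL1 (488/535 nm); read-out: percent drop in bead-associated FITC signal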
# * marks the source's active call; other numbers are inactive results; . = no result given.
SMILES,V-ATPase pH,MOR-DOR inv ag,DAGLB inhibitor,PKA-R2B activ,OPRM1-OPRD1 ag,Arrestin-AP2 inh,HTR5A ag ctr,DSG3 Ab inh,PKA-R1A act,HTR5A inv ag
O=C(Nc1ccc(S(=O)(=O)N2CCCC2)cc1)C1CC(=O)N(CCc2ccccc2)C1 (configuration not stated),-0.4,.,-5.5,-1.4,.,.,.,101.8,-1.7,.
O=C1c2ccccc2C(=O)N1CCC(=O)N1CCc2ccccc21,-0.1,9.3,2.2,-0.2,-1.8,2.0,-0.1,90.6,0.2,2.5
CCCN1CCN(CCCNC(=O)CN2C(=O)COc3ccc(C(C)(C)C)cc32)CC1,0.8,.,3.5,-9.9,.,.,.,103.8,-0.4,.
COc1ccc2nc(-c3ccccc3)cc(OC)c2c1,-0.1,-24.2,-8.2,13.9,4.0,12.2,2.5,99.8,7.8,-6.7
NC(=O)CC(NC(=O)Cc1cccc2ccccc12)c1ccc(NC2CC3CCC2C3)c([N+](=O)[O-])c1 (configuration not stated),-3.0,0.0,12.6,3.0,0.0,8.4,-0.9,101.0,13.7,-19.4
CCOC(=O)CSc1nc(CC)nc2ccccc12,6.9,-17.5,-1.8,-6.8,2.9,10.8,7.0,102.0,1.8,-16.3
CC(=O)N(C(C)=O)c1ncn(C)c1S(=O)(=O)Nc1ccccc1,-0.9,12.6,1.6,4.1,-2.5,-3.9,1.6,90.0,13.8,-6.1
c1ccc(-n2nnnc2NC2CCCCC2)cc1,-2.0,5.3,-1.6,-9.3,-0.9,7.0,-3.0,102.5,-7.3,5.3
O=C(OCc1cc2ccccc2[nH]c1=O)c1cccs1,0.1,1.4,-4.4,-7.8,-0.2,-10.0,-3.8,98.3,-2.8,13.1
Cc1nc(SCC(O)CCl)c([N+](=O)[O-])[nH]1 (configuration not stated),0.7,6.7,-1.2,-2.6,-1.1,-5.7,-1.1,103.2,9.9,-11.9
O=C(CSc1nnc(Cn2c(=O)sc3ccccc32)n1-c1ccccc1)NCc1ccco1,-1.3,6.8,1.2,1.9,-1.3,6.5,-2.0,106.8,0.9,5.5
CC(=O)c1ccccc1OCCOCCOCCOc1ccccc1C(C)=O,5.2,4.3,-2.5,-3.1,-0.9,21.2,-4.0,121.8,-12.8,10.9
COc1ccc(C(=O)/C=C(\C)Nc2ccc(NC(C)=O)cc2)cc1,-2.1,2.5,0.7,-2.3,-0.4,0.9,-3.2,94.5,5.0,-0.8
CN(C)CCN(C(=O)c1ccc2c(c1)CCCC2)c1nc2c(F)cccc2s1,-1.3,-46.7,-2.3,2.9,9.0,4.2,0.4,104.8,-2.5,3.0
O=C(CC1C(=O)NCCN1Cc1cccc(F)c1)NCCCCCN1CCOCC1 (configuration not stated),-1.4,-1.9,-0.6,11.9,0.4,-2.8,8.9,103.7,2.2,-2.6
CCCc1nn2c(=O)cc(O)nc2s1,1.5,3.0,0.2,0.1,-0.7,-14.3,3.7,102.6,2.6,-17.3
CCc1ccccc1NC(=O)CSc1nnc(C2CC2)n1CC1CCCO1 (configuration not stated),0.0,-4.1,0.4,-3.0,0.7,-33.7,-3.2,109.3,-4.5,7.9
Cc1c(Br)c([N+](=O)[O-])nn1CC(=O)NCCc1c[nH]c2ccccc12,-1.7,-2.4,-0.8,-3.5,0.5,-3.8,-1.9,106.6,-10.1,-14.8
O=C(Nc1ccc(NC(=O)c2ccccc2Cl)cc1)c1cccnc1,-2.2,0.8,0.3,6.0,-0.1,3.3,0.0,109.5,-12.3,0.1
CC1CCCCC1NCC(=O)Nc1ccccc1-c1ccccc1 (configuration not stated),4.5,-39.9,-5.8,-7.9,7.4,6.7,1.9,57.4,-3.9,-28.1
CC(=O)OC1(C(F)(F)F)Oc2ccccc2NC1=O (configuration not stated),1.5,6.2,-0.5,1.0,-1.2,1.1,2.2,97.2,-4.7,-5.8
CCN(CC(=O)Nc1c(F)cccc1F)C(=O)C1CCN(S(=O)(=O)c2ccc(C)cc2C)CC1,-2.1,3.5,-2.7,2.8,-0.6,14.1,-1.9,101.8,7.5,5.2
Cc1ccc(-c2nc(C#N)c(NCC3CCCO3)o2)cc1 (configuration not stated),-1.6,2.6,-3.3,1.1,-0.6,3.1,0.8,105.8,9.9,-2.1
COCCNC(=O)/C(C#N)=C1\N=C(NC(=O)c2ccco2)c2ccccc21,0.1,.,-8.8,3.2,.,.,.,100.0,0.5,.
Nc1nc2c(s1)COc1ccccc1-2,2.2,2.2,-2.1,-14.4,-0.4,2.2,3.8,92.6,2.4,5.6
CC(NCc1nc2ccccc2n1C)C12CC3CC(CC(C3)C1)C2 (configuration not stated),-0.2,-10.8,-5.1,-6.7,2.4,27.2,-1.3,93.8,-9.9,3.3
CC1(C)CC(=O)C2=C(C1)OC(N)=C(C#N)C2c1ccccc1[N+](=O)[O-] (configuration not stated),-0.6,-3.5,-1.9,2.5,0.6,-3.3,-0.1,97.4,-4.6,0.1
CC(C)C(C(=O)OCC(=O)c1cccc([N+](=O)[O-])c1)N1C(=O)[C@@H]2[C@H]3CC[C@H](C3)[C@@H]2C1=O (some centres not stated),-2.9,16.6,1.2,1.1,-3.1,-1.2,3.7,118.6,5.1,-9.4
CCOC(=O)c1cccc(NC(=O)CN2C(=O)C3CC=CCC3C2=O)c1 (configuration not stated),3.1,24.4,0.4,-6.1,-4.8,4.0,-0.6,98.5,-1.2,1.4
CCCn1c(NC(=O)c2ccccc2Br)nc2ccccc21,1.2,-7.8,-2.2,-4.8,1.5,-12.9,-3.5,107.4,-10.7,30.9
Cc1cccc(N2CCN(C(=O)C3CCN(c4nnc(-n5cccc5)s4)CC3)CC2C)c1 (configuration not stated),0.5,4.1,1.2,-6.3,-0.8,21.7,0.7,112.7,-3.1,-1.9
COc1ccc(CN(C(=O)c2nsc(Cl)c2Cl)C(C(=O)NC2CCCC2)c2ccc(C)cc2)cc1 (configuration not stated),-0.1,-2.8,-15.6,8.7,0.4,-8.5,-3.2,90.8,1.3,8.1
O=C(c1coc2ccccc2c1=O)N1CCN(c2cccc(C(F)(F)F)c2)CC1,0.6,-11.7,-6.6,1.7,2.1,4.8,0.2,85.4,-2.5,7.2
COC(=O)c1ccc(/C=C2\CCn3c2nc2cc(C(=O)O)ccc2c3=O)cc1,-3.3,10.2,0.1,-4.3,-2.0,3.8,3.0,100.2,-5.5,-11.0
CCCc1nnc(NC(=O)CCC(=O)NCc2ccccc2)s1,2.0,12.1,-2.6,-10.0,-2.4,41.8,0.0,103.8,-7.4,0.0
COc1ccc(C2/C=C\CN(S(=O)(=O)c3ccc(-c4ccccc4)cc3)CC(=O)N2Cc2ccc(F)cc2)cc1 (configuration not stated),2.1,2.8,-5.0,-3.8,-0.5,-7.8,-6.1,105.1,-2.8,16.5
Cc1ccnc(NS(=O)(=O)c2ccc(NC(=O)Cc3ccc(Br)cc3)cc2)n1,4.0,2.5,1.1,12.8,-0.6,16.5,-2.0,93.8,2.0,7.5
O=C(CSCc1ccc(Cl)cc1)N/N=C/c1ccc(OCC(=O)Nc2ccccc2)cc1,-2.5,-44.2,0.3,-6.3,7.8,6.9,6.5,102.5,0.0,-16.4
CC(C)(C)c1ccc(C(=O)NC(Cc2ccccc2)C(=O)O)cc1 (configuration not stated),2.1,-6.3,1.3,2.4,1.2,5.9,2.4,102.7,-10.0,-6.0
CCN1C(=O)/C(=C\c2ccncc2)SC1=Nc1ccc(C)c(C)c1,1.5,-32.4,-3.0,2.5,6.4,-4.0,1.2,93.2,-13.6,-4.5

# Fetched by compound from the entries so far:
SMILES,V-ATPase pH,MOR-DOR inv ag,DAGLB inhibitor,PKA-R2B activ,OPRM1-OPRD1 ag,Arrestin-AP2 inh,HTR5A ag ctr,DSG3 Ab inh,PKA-R1A act,HTR5A inv ag
Cc1cccc(N2CCN(C(=O)C3CCN(c4nnc(-n5cccc5)s4)CC3)CC2C)c1 (configuration not stated),0.5,4.1,1.2,-6.3,-0.8,21.7,0.7,112.7,-3.1,-1.9
CCN(CC(=O)Nc1c(F)cccc1F)C(=O)C1CCN(S(=O)(=O)c2ccc(C)cc2C)CC1,-2.1,3.5,-2.7,2.8,-0.6,14.1,-1.9,101.8,7.5,5.2
O=C(c1coc2ccccc2c1=O)N1CCN(c2cccc(C(F)(F)F)c2)CC1,0.6,-11.7,-6.6,1.7,2.1,4.8,0.2,85.4,-2.5,7.2

# More structures follow.
SMILES,V-ATPase pH,MOR-DOR inv ag,DAGLB inhibitor,PKA-R2B activ,OPRM1-OPRD1 ag,Arrestin-AP2 inh,HTR5A ag ctr,DSG3 Ab inh,PKA-R1A act,HTR5A inv ag
CN(c1ccccc1)S(=O)(=O)c1ccc(C(=O)NCc2ccccc2F)cc1,-0.5,15.1,-10.9,-3.4,-4.0,19.5,1.2,107.1,-10.8,-1.0
O=C(O)CSc1c(-c2cccs2)[nH]c2ccccc12,-4.0,-18.0,0.7,-4.1,2.5,.,0.3,100.5,-10.9,-0.9
COc1ccc(NC(=O)c2[nH]c(C)c(C(C)=O)c2C)cc1,-3.2,-9.3,-2.3,9.1,1.9,8.8,12.3*,100.9,-4.3,2.0
CN(CCc1ccccn1)C(=O)CCC1CCCN(C(=O)c2n[nH]c3c2CCCC3)C1 (configuration not stated),0.5,-3.9,-2.3,-7.9,0.8,25.5,4.9,108.8,-10.2,-13.6
COc1ccc2ccccc2c1C1CC(=O)N2CN(C)CSC2=C1C#N (configuration not stated),-1.5,6.9,4.6,3.5,-1.4,19.9,2.6,104.4,-8.3,-6.8
Cn1c(Cn2cnc([N+](=O)[O-])n2)nnc1SCC(=O)Nc1ccccc1,-0.8,12.8,-0.1,-4.0,-2.5,0.1,0.5,82.2,-17.0,6.0
O=C(Nc1ccc(-c2cnco2)cc1)c1ccccc1,-0.8,21.2,-1.5,-4.7,-4.3,-1.8,2.4,.,-4.9,-6.2
COc1ccc(C(CNC(=O)c2oc3ccc(Br)cc3c2C)N2CCCCC2)cc1 (configuration not stated),-0.7,-7.0,-6.4,-7.2,1.5,-14.2,1.9,100.1,-11.8,-5.0
Oc1ccc(Nc2nc(Cl)nc(NCc3ccco3)n2)cc1,4.2,-6.0,-4.3,-7.3,1.1,21.5,5.9,.,-11.2,-40.5
O=C(COc1ccc2c(c1)oc(=O)c1ccccc12)N[C@@H](Cc1ccccc1)C(=O)O,0.9,11.6,0.3,-1.4,-2.3,1.1,2.1,.,-1.3,-11.9
